# SRC3 inh: SRC3 coactivator transcriptional activity inhibitors, primary screen, cell-based, luminescence. Nuclear receptor coactivator 3 (Homo sapiens), Q9Y6Q9. HEK293 GAL4-SRC3 luciferase reporter. inhibition, % at 3.6 µM. 0.17% of 360,000 active. AID 588352, 2011;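 active means inhibition above a per-campaign cutoff, the mean of all compounds plus 3 SD, cut at about 60% in these data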;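 further: 0% = DMSO-treated cells and 100% = gossypol-treated cells at 36 µM; higher means less SRC3-driven luciferase light from the GAL4 reporter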
# NCOA2 inhibitor: inhibition of GAL4-SRC2 driven luciferase reporter, primary screen, SRC2 inhibitor project, cell-based, luminescence; Nuclear receptor coactivator 2 (Homo sapiens), Q15596; HEK293 GAL4-SRC2 luciferase reporter; inhibition, % at 9 µM; 0.17% of 370,000 active; AID 651957, 2012;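 active means inhibition above the mean inhibition of all tested compounds plus 3 SD, set per campaign, cut at about 52% in these data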;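 further: 0% = DMSO treated cells and 100% = cells given Gossypol at 36 µM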
# Target sequence (Q15596 whole entry, looked up, the tested form may be a part): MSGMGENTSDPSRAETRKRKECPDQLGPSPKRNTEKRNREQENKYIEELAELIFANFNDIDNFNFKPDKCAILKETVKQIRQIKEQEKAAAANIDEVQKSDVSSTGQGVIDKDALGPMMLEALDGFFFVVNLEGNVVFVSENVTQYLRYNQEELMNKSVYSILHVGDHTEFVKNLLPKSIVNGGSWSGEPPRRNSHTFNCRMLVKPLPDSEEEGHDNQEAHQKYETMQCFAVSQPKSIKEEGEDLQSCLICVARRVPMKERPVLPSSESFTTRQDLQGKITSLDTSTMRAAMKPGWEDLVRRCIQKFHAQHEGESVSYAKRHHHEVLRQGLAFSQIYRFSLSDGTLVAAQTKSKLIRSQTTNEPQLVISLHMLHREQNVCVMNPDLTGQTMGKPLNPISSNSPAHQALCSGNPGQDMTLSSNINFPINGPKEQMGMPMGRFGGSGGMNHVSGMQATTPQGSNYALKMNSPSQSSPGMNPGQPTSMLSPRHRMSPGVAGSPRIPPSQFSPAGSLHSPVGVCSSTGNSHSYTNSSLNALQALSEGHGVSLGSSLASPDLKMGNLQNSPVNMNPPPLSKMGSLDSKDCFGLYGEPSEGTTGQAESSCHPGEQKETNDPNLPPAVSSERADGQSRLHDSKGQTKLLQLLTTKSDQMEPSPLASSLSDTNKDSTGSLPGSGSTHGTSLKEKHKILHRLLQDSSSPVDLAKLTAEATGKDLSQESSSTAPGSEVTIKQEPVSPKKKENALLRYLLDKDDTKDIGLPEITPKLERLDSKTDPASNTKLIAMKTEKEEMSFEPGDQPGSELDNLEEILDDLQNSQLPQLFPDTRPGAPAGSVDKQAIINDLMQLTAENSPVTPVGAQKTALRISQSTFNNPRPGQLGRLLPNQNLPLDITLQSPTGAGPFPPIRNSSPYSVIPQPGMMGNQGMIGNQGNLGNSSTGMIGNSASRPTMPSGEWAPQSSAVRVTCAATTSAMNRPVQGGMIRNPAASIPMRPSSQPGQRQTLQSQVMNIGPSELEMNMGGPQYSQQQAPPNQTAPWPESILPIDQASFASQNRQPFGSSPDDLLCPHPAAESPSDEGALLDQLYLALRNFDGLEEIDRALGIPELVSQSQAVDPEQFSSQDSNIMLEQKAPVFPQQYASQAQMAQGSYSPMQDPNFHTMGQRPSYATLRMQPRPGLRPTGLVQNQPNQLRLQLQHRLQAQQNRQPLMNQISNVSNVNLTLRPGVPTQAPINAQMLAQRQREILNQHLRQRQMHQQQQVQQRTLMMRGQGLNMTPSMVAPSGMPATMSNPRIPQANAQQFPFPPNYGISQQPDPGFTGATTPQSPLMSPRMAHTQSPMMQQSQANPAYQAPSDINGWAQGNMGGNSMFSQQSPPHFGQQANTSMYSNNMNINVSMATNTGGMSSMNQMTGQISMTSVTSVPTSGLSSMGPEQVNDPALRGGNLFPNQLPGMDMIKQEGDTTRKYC
# TROY NFkB inh: inhibitors of TROY-driven NF-kB signaling, primary screen, Q293 LMP1-TROYcd cells, NF-kB luciferase, uHTS; AID 1347056, 2019; 0.98% of 360,000 active; Q293 LMP1-TROYcd NF-kB luciferase reporter, 4 h; inhibition, % at 10 µM;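 active means compounds whose plate-normalised and pattern-corrected inhibition of the luciferase reporter signal at the single screening dose is 50% or more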
# LMP1 NFkB inh: EBV LMP1-driven NF-kappaB luciferase reporter inhibitors, primary screen, cell-based, luminescence, single point; LMP1-induced NF-kappaB luciferase reporter cells; inhibition, % at 12.5 µM; 0.69% of 350,000 active; in the data active means inhibition above about 41%;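 further: 0% = neutral control wells and 100% = reference inhibitor control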
# TLR9-MyD88 block: inhibitors of TLR9-MyD88 association in cells, primary screen, cell-based, CHO, BLA complementation, fluorescence; Toll-like receptor 9 (Homo sapiens) + Myeloid differentiation primary response protein …; CCF4 FRET ratio; inhibition, % at 4.98 µM; 0.21% of 340,000 active; AID 504734, 2011;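 active means inhibition above the mean over all tested compounds plus 3 SD, cut at about 21% in these data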;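 further: 0% = DMSO only wells and 100% = clavulanate BLA inhibitor control wells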
# NOD2 RIPK2 PPI: NOD2-RIPK2 binding disruptors in cells, primary screen, fluorescence, CHO cells, BLA complementation. Receptor-interacting serine/threonine-protein kinase 2 (Homo sapiens), O43353. CCF4 ratio. inhibition, % at 4.98 µM. 0.38% of 360,000 active; in the data active means inhibition above about 21%;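 further: 0% = vehicle only and 100% = reference blocker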
# COUP-TFII inh: NR2F2 transcriptional activity inhibitors, primary screen, cell-based, luciferase reporter, HEK293T, luminescence; COUP transcription factor 2 (Homo sapiens), P24468; HEK293T NGFI-A luciferase reporter; inhibition, % at 8.6 µM; 0.7% of 370,000 active; AID 686940, 2013;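 active means inhibition above a per-plate cutoff, mean inhibition of test wells between control levels plus 3 SD, cut at about 38% in these data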;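 further: cells cotransfected with COUP-TFII expression vector driving the NGFI-A reporter; 0% = median of COUP-TF2 test wells and 100% = reporter-only cells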
# C8 TRAIL sens: viability loss with TRAIL in NB7+C8 cells, primary screen, TRAIL sensitizer project, cell-based, ATPlite luminescence. inhibition (viability loss, TRAIL sensitization), % at 10 µM. 1% of 360,000 active. AID 624354, 2012;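 active means compounds causing at least 50% loss of cell viability in the single-dose screen, relative to plate controls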
# NR5A2 inv ag: LRH-1 (NR5A2) inverse agonists, primary screen, cell-based, luminescence, HEK293T, StAR-luciferase reporter | Nuclear receptor subfamily 5 group A member 2 (Homo sapiens), O00482 | LRH-1 transfected, 24 h | inhibition, % at 3.6 µM | 0.13% of 360,000 active;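 active means inhibition above the mean inhibition of all tested compounds plus 3 SD, cut at about 73% in these data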;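 further: 0% = DMSO wells and 100% = reporter-only cells lacking LRH-1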
# SRC1 inh: SRC1 coactivator transcriptional activity inhibitors, primary screen, cell-based, luminescence; HEK293 GAL4-SRC1 luciferase reporter; 0.12% of 360,000 active; inhibition, % at 3.6 µM; AID 588354, 2011; Nuclear receptor coactivator 1 (Homo sapiens), Q15788;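 active means inhibition above the campaign mean plus 3 SD, with each screening campaign given its own cutoff, cut at about 60% in these data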;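 further: 0% = DMSO treated cells and 100% = gossypol at 36 µM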
# Vif imaging: HIV Vif self-association inhibitors, primary screen, imaging, HEK293T, single point | HEK293T cells, Vif self-association by quenched fluorescence, 24 h | inhibition, % at 7.49 µM | 0.35% of 340,000 active | AID 602346, 2012; in the data active means inhibition above about 50%, passing the limit was not always enough; further: some results filed as inactive read as strong as hits
# * = called active by the depositor; / = no result given. Only part of the results is shown, so the mix of outcomes need not match the whole.
SMILES,SRC3 inh,NCOA2 inhibitor,TROY NFkB inh,LMP1 NFkB inh,TLR9-MyD88 block,NOD2 RIPK2 PPI,COUP-TFII inh,C8 TRAIL sens,NR5A2 inv ag,SRC1 inh,Vif imaging
Cc1ccc(NC(=O)CN(C)C(=O)COC(=O)c2nccnc2N)cc1,-11,-19,-9,4,7,4,-8,-4,6,-3,-1
CN(C)S(=O)(=O)c1ccc(N2CCCC2)c(C(=O)OCC(=O)NC2CCCCC2)c1,15,-9,17,1,5,-4,0,25,9,-2,8
CCC(C)NS(=O)(=O)c1ccc(S(=O)(=O)N2CC=C(c3ccc(F)cc3)CC2)cc1 (stereo unspecified),13,21,16,9,-1,2,10,11,4,-4,-1
CC(C)c1ccc(NC(=O)CNS(=O)(=O)c2ccc(F)cc2)cc1,14,4,-7,5,-3,-9,22,4,10,9,-6
CCn1cc(C(=O)NCCCN2CCC(C)CC2)c(=O)c2cc(S(=O)(=O)N3CCCC3)ccc21,9,15,-2,7,-5,-1,5,0,-12,-2,3
CCO[C@H]1OC(C(N)=O)=C[C@@H](c2csc3ccccc23)[C@@H]1CCCO,7,-9,-13,2,-1,-4,-9,4,7,0,0
Nc1c(N(CCC2=CCCCC2)C(=O)c2ccc([N+](=O)[O-])o2)c(=O)[nH]c(=O)n1Cc1ccccc1,6,14,-27,3,-5,5,3,14,5,-5,7
Cc1ccc(SCCNC(=O)/C=C/c2ccc([N+](=O)[O-])cc2)cc1,10,6,11,-14,-12,-3,10,-5,6,2,-2
COc1ccc2[nH]cc(CCNC(=O)CS(=O)(=O)Cc3ccccc3)c2c1,-5,10,-15,-8,-8,-8,2,-8,-4,-14,8
Cc1ccc2nc(SCC(=O)Nc3nonc3N)[nH]c2c1,-4,-1,-25,-2,6,4,5,-4,5,-1,-12
C=CCn1c(=O)c2c(nc3n2CCN3c2cccc(Cl)c2C)n(C)c1=O,-13,-5,-3,0,-3,-3,16,-3,-22,8,-9
Cc1[nH]c2ccccc2c1C(=O)COC(=O)Cn1cnc2ccccc21,-7,1,9,-9,2,1,7,-4,20,-40,5
COCc1cc(C)n(CC(=O)NC(C)c2ccccc2)c(=O)c1C#N (stereo unspecified),8,3,3,-4,0,3,3,-4,21,-10,0
Cc1ccc(NC(=S)NCCCN2CCOCC2)cc1C,15,-25,-4,3,6,-12,-8,9,7,-3,1
CCOC(=O)N1CCN(C(=O)C2CCCN(S(=O)(=O)c3ccc(F)cc3)C2)CC1 (stereo unspecified),-1,-11,11,-3,-3,-6,1,-9,-3,-6,/
Cc1ccnc(NS(=O)(=O)c2ccc(NS(=O)(=O)c3ccc([N+](=O)[O-])cc3)cc2)n1,-18,-13,-16,2,4,5,-4,5,-16,-11,6
CCCc1cc(C(=O)Nc2cc(C)nn2-c2ccccc2)no1,2,11,-10,-14,-3,-2,-3,-13,15,1,/
N#Cc1ccc(OCC(=O)N2CCN(c3ccc(C(F)(F)F)cn3)CC2)cc1,-6,8,-7,21,-9,-3,-6,-7,-29,8,3
CCCCc1c(C)nc2ccccc2c1SCCC#N,30,11,19,-1,6,12,12,-3,-10,3,-9
CC(O)(c1ccc(F)c(F)c1)c1nc(-c2cccc3cccnc23)cs1 (stereo unspecified),-5,3,1,/,/,-5,3,5,7,2,-6
CC(=O)c1c2c3c(c(Br)ccc3n(C)c1=O)C(=O)c1ccccc1-2,4,-4,3,0,4,16,-22,-3,15,-5,2
CCC(c1nnnn1CCc1ccccc1)N(Cc1ccco1)Cc1cc2cc(C)cc(C)c2[nH]c1=O (stereo unspecified),4,15,-23,15,-4,2,15,6,-10,-33,8
CC(=O)Nc1ccc(S(=O)(=O)N2CCC(C(=O)O)(c3ccccc3)CC2)cc1,-5,-7,-2,-8,3,-12,14,-3,19,-12,4
COc1ccc(/C=C\C(=O)NCC(=O)N/N=C/c2cccc(OC)c2O)cc1,-1,-11,-2,5,-10,-3,23,8,-9,-1,-4
O=C(Nc1ccccc1Cl)c1cnccn1,-40,-35,-9,-11,1,2,-12,-8,-11,-2,/
COc1ccc(C2CC(=O)c3cnc(NC(=O)c4ccccc4)nc3C2)cc1OC (stereo unspecified),-9,-7,-9,3,5,5,13,0,18,-3,9
COc1ccc(N2CCN(CCNC(=O)c3ccc4c(c3)[nH]c(=S)n3c5ccccc5nc43)CC2)cc1,4,-9,1,-89,1,13,5,21,-2,-20,-5
Cc1ccc(S(=O)(=O)N(C)C[C@@H]2Oc3ccc(NC(=O)Cn4cnnn4)cc3C(=O)N([C@@H](C)CO)C[C@H]2C)cc1,-4,5,1,-5,2,3,-6,0,5,11,-1
CSc1cccc(NC(=O)CSc2ncccc2C(=O)Oc2cccc([N+](=O)[O-])c2)c1,-9,6,15,4,-3,-10,5,-7,12,7,-5
COc1cccc(N2C(=O)Nc3ccc(Br)cc3C2(O)C(=O)NCCCN(C)C)c1 (stereo unspecified),1,-11,7,-7,-4,2,1,3,6,-6,-3
CC1=CC=CC2=NC(=O)CC(C)(C(=O)N(CC(=O)NC(C)C)C3CCCC3)N12 (stereo unspecified),2,/,15,-12,-2,5,/,-12,12,15,-4
OCC1(CC2CCCCO2)CCN(Cc2ccccc2-c2ccco2)CC1 (stereo unspecified),15,-45,14,-1,-1,-6,4,2,-8,-9,2
Cc1ccc(S(=O)(=O)NCc2csc(-c3cccs3)n2)cc1,10,0,-16,-1,-8,-1,-9,-15,-14,-6,-5
O[C@@H]1C[C@H](c2ccccc2)N(CC2CCCCC2)C[C@H]1n1cc(C2CC2)nn1,10,-9,0,19,10,3,23,-1,10,3,-1
CCCc1c(C(=O)N/N=C/c2ccc3c(c2)OCO3)nnn1-c1nonc1N,-4,-7,-24,-2,2,-9,2,23,-6,-5,-18
NC(N)=Nc1nc(-c2ccccc2)c2cc(Cl)ccc2n1,4,-15,-21,-33,-2,-1,2,8,28,2,-4
COc1ccc(/C=N/NC(=O)CN2CCCCCCC2)c(C)c1C,-14,-2,-6,4,-4,-5,11,-6,0,3,5
CC(C)COc1ccc(N)cc1OCC(C)C,-4,11,20,-5,-1,4,13,-2,1,2,2
COc1ccc(-c2cc3ccccc3n2CC(O)CN2CCCCC2)cc1 (stereo unspecified),16,7,-1,-5,-3,0,-13,-2,8,10,-17
O=C(COC(=O)/C=C/c1ccco1)Nc1ccccc1,8,-26,-4,0,2,-5,-5,-18,-10,-9,2
Nc1nonc1-n1nnc(C(=O)N/N=C\c2ccncc2)c1CN1CCCCC1,28,27,-9,-12,-10,-5,18,5,16,9,-11
Cc1cc(=O)oc2cc(NC(=O)c3ccnn3C)ccc12,-14,/,-6,-12,-4,-3,/,-8,-10,-31,-2
Cc1cc(C)nc(SCSc2nc(C)cc(C)n2)n1,5,2,-1,-1,4,-11,-19,8,5,7,0
Oc1ccc(C[C@@H]2CNCCN2CCc2cccc(F)c2)cc1,-3,16,-1,6,-3,-2,13,9,-7,-17,0
Cc1cccc(/C(N)=N/OC(=O)C23CC4CC(CC(C4)C2)C3)c1,-24,0,60*,-43,2,2,-21,0,2,-12,-3
Cc1cc(N2Cc3ccccc3C2)ccc1C=O,-125,0,-16,-5,-6,-3,-22,-5,-165,-86,-1
CC(C)NC(=O)c1cc(C2CCCCN2S(=O)(=O)c2cccc3cccnc23)on1 (stereo unspecified),-5,10,8,/,/,-10,13,-9,-17,-11,5
NS(=O)(=O)c1ccc(NC(=O)CSc2nc3ccccc3c(=O)n2Cc2ccncc2)cc1,-4,-2,5,-13,-5,-5,-5,-11,12,-4,8

# Three compounds from above, sorted by their value in SRC1 inh, rising:
Molecule | SRC1 inh
Oc1ccc(C[C@@H]2CNCCN2CCc2cccc(F)c2)cc1 | -17
NS(=O)(=O)c1ccc(NC(=O)CSc2nc3ccccc3c(=O)n2Cc2ccncc2)cc1 | -4
CC(C)COc1ccc(N)cc1OCC(C)C | 2

# (list continues)
SMILES,SRC3 inh,NCOA2 inhibitor,TROY NFkB inh,LMP1 NFkB inh,TLR9-MyD88 block,NOD2 RIPK2 PPI,COUP-TFII inh,C8 TRAIL sens,NR5A2 inv ag,SRC1 inh,Vif imaging
COc1ccc(C(=O)NNC(=O)c2cccs2)cc1S(=O)(=O)N1CCOCC1,-18,-32,-6,-5,2,18,-8,-7,-14,-27,9
COc1ccc(/C(C)=N/NC(=O)c2nnn(-c3nonc3N)c2-c2cccs2)cc1,-5,-24,7,-10,6,6,17,7,-7,-2,13
O=c1[nH]c(C(F)(F)C(F)(F)C(F)(F)F)no1,-6,4,-16,5,-8,-11,23,3,-1,-2,4
Cc1ccccc1OCC(=O)OC(C(=O)c1ccccc1)c1ccccc1 (stereo unspecified),3,1,-8,-10,-8,5,-11,6,-7,1,26
CN(C)c1ccc(CNC(=O)C2CCN(S(=O)(=O)c3ccc4c(c3)CCC(=O)N4)CC2)cc1,11,/,1,1,4,-2,/,-1,31,-12,4
CCCCCOc1ccc(C(=O)CCN2CCOCC2)cc1,-1,-12,5,-17,3,5,-8,5,4,-14,-4
CCOc1ccc2ccccc2c1C(=O)NCC(c1ccc(N(C)C)cc1)N(C)C (stereo unspecified),2,-5,1,1,5,-3,3,-9,11,-15,5
COc1ccccc1NC(=O)c1ccccc1NC(=O)c1cccs1,-12,1,-6,-3,9,1,-12,7,8,-10,1
COC(=O)c1cc(CN2CCN(c3ccccc3C)CC2)ccc1O,11,-13,0,7,0,-8,-4,1,-5,6,0
O=C(O)c1ccccc1NS(=O)(=O)c1ccc(NNC(=S)Nc2ccc(OC(F)F)cc2)c([N+](=O)[O-])c1,14,21,24,2,-6,-7,6,4,4,12,/
CCC(=O)NC(=S)Nc1ccc(NC(=O)c2ccc(Br)o2)cc1,-24,-8,-35,6,-10,-7,1,-1,-29,-27,-6
CCCCCN(C(=O)COC(=O)c1ccc(Br)o1)c1c(N)n(CCCC)c(=O)[nH]c1=O,15,-13,3,6,7,-6,2,-14,-11,3,-2
CC1CN(CC(=O)NCc2ccc(F)cc2)CC(C)O1 (stereo unspecified),-15,-6,-7,-7,2,1,15,-3,-16,13,19
COc1cccc(NC(=O)Nc2ccc3c(c2)nnn3C)c1,-63,-56,-43,-5,-6,11,-13,25,-98,-86,-2
CN(Cc1ccccc1F)C(=O)c1ccc2c(=O)n3c(nc2c1)CCC3,0,-39,-9,-2,2,0,-23,37,-8,-12,-6
S=c1[nH]nc(-c2ccncc2)n1/N=C/c1cccc(Cl)c1,13,4,-5,/,/,-1,-5,0,3,5,-1
